RAD54 inh: blocks human RAD54 Holliday junction branch migration. inhibition, % at 10.4 µM. Q92698. 360,000 compounds, 0.14% hits. AID 602329. FAM/BHQ fluorescence;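 active means mean normalized replicate activity at least 40 and at least half of replicates scoring 40 or more; inconclusive means only one of the two criteria met; inactive means mean below 40 and under half of replicates reaching 40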;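 further: 0% = median of neutral control wells and 100% = median of positive control wells; inhibitors cause a drop in the FAM fluorescence signal; in these data hits start at about 50%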
Target sequence (Q92698 whole entry, looked up): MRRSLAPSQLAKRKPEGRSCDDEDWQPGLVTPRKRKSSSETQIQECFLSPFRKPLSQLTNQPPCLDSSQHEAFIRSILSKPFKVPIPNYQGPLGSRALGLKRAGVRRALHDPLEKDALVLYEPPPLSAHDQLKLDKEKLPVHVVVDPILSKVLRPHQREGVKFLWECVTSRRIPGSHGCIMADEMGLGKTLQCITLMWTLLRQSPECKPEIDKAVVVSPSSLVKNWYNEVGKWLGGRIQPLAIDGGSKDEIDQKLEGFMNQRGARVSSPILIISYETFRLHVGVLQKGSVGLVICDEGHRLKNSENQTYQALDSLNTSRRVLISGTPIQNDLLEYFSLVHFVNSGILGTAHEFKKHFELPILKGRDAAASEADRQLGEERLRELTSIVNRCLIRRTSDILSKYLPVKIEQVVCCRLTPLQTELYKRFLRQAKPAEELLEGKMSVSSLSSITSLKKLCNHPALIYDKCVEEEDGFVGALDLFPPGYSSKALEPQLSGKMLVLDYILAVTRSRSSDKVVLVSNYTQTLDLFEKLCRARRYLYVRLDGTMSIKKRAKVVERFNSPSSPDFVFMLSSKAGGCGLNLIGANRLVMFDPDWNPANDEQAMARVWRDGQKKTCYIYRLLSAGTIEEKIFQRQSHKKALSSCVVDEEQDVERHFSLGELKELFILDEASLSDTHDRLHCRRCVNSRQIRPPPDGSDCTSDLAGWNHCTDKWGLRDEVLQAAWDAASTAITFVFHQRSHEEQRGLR
esBAF inh: SWI/SNF esBAF complex inhibition; mouse ES cells, Bmi1-luciferase knock-in reporter, 24 h; 100% = twice the neutral-well signal; reporter increase, % at 12.5 µM; AID 602393; 350,000 compounds, 2% hits; in the data active means activation above about 40%; inconclusive means no clear call, values can overlap the other calls;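 further: 0% = median of the plate's neutral control wells and 100% = double that signal; a rise in the Bmi1 reporter signal indicates esBAF inhibition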
* hit, by the source's call; ? = inconclusive. An excerpt. The share of hits here may be higher or lower than overall.

SMILES	RAD54 inh	esBAF inh
O=C(Cn1cnc2ccccc2c1=O)OCCCCN1C(=O)c2ccccc2C1=O	2	-1
Cc1sc(-n2c(C)cc(C=O)c2C)c(C(=O)O)c1C	-11	0
O=c1n(Cc2ccc(Cl)cc2)c2sc3c(c2c2ncnn12)CCCC3	-2	-25
O=C(NCc1ccncc1)c1ccc(Br)cc1	5	-8
Cc1cc(C)n(-c2ncnc3sc4c(c23)CC(C)CC4)n1 (centres undefined)	-4	-4
NC(Cc1cccc2nsnc12)C(=O)O (centres undefined)	-12	0
C/C(=C\C(=O)O)C(=O)Nc1nccs1	-13	-6
Cc1cc(-c2ccccc2)c(C#N)c(N)n1	-18	-2
Cc1ccc(Nc2nc(CSc3nnc(-c4cccs4)o3)cs2)cc1	2	24
Cc1ccc2c(CC(=O)NCc3ccco3)coc2c1C	2	-6
O=C(c1ccco1)N1CCC(c2ccccc2)C1 (centres undefined)	6	54*
COc1ccc(OC)c(C(c2nnnn2Cc2ccccc2)N2CCN(C)CC2)c1 (centres undefined)	-5	2
CCOC(=O)N1CCN(C(=O)c2cnn3c(C(F)F)cc(-c4ccc(C)cc4)nc23)CC1	-5	-2
O=C(CCCn1c(=O)[nH]c2ccsc2c1=O)N1CCN(c2ccccn2)CC1	-3	2
O=C(OCn1nnc2ccccc2c1=O)C1CCCCC1	4	-4
N#CCCN1CCN(C(=S)c2ccc(-c3cccc(Cl)c3)o2)CC1	8	78*
CCCS(=O)(=O)NC(=O)C1(C)CCN(C(=O)c2ccccc2C(F)(F)F)C1 (centres undefined)	-2	3
O=C(CN1CCC(C(O)(c2ccccc2)c2ccccc2)CC1)Nc1ccccc1	0	-4
CCCCOC(=O)Nc1nnc(-c2ccccc2OC)s1	8	5
O=[N+]([O-])c1ccccc1N/N=C\c1ccccc1Cl	7	62*
CCn1c2ccccc2c2cc(/C=N/n3c(C)nnc3C)ccc21	3	-8
CC1(C)CC(=O)C2(CC3=C(CC(C)(C)CC3=O)O2)C(=O)C1	-5	-9
O=c1c2ccccc2nc2n1C(CSc1ccc(F)cc1)CN2 (centres undefined)	1	-4
Cc1ccnc(NC(=O)CCC(=O)N(CC(=O)NC2CCCCC2)CC2CCCO2)c1 (centres undefined)	0	0
Cc1cc(C)n(-c2cc(N3CCN(C(=O)c4ccccc4C)CC3)ccc2[N+](=O)[O-])n1	5	0
O=C(CCc1nc2ccccc2c(=O)[nH]1)OCC(=O)N1CCN(S(=O)(=O)c2ccccc2)CC1	-4	7
O=C(CCC(=O)N(CC(=O)NC1CCCCC1)Cc1ccco1)Nc1nccs1	-5	5
CC/C(C)=C1\SC(N2CCOCC2)=NC1=O	-2	5
CCN1CCN(C(=O)CN2C(=O)c3cccc4cccc2c34)CC1	1	-4
CCCCN(C(=O)NC(=O)Nc1ccccc1OC)S(C)(=O)=O	1	-2
CCC(=O)n1nc(-c2cccnc2)nc1NCc1ccc(OC)cc1	-12	2
Clc1ccc(C=NC23CN4CN(CN(C4)C2)C3)cc1	-3	2
CSc1ccc(Cl)c(C(=O)NCc2ccco2)c1	-1	-7
CC1(C)Cc2c(c(=S)nc(-c3ccccc3)n2CCOCCO)CO1	-7	-10
Clc1ccc(CSc2nnc(/C=C/c3ccccc3)o2)cc1	-8	-5
Cc1ccc(S(=O)(=O)N2CCN(C(=O)c3cc(=O)[nH]c4ccccc34)CC2)c(C)c1	1	0
COc1ccc(OCCn2c(NC(=O)c3ccco3)nc3ccccc32)cc1	5	1
COc1ccc(C(CCN2CCCC(C)C2)c2c(OC)cc(OC)c3c2OC(=O)CC3c2cc(OC)c(OC)c(OC)c2)cc1 (centres undefined)	-5	3
CC1CC(c2ccccc2)n2nc(NC(=O)c3cccs3)nc2N1 (centres undefined)	-1	-1
CCOC(=O)c1nnn(-c2nonc2-n2cccc2)c1C	9	-7
N#Cc1nc(Cc2cccc3ccccc23)oc1NCCN1CCCCC1	14	4
O=C(COC(=O)c1cccs1)NCc1ccco1	-10	-7
CCN1CCN(C(=O)c2cc3sccc3n2CC(=O)c2ccccc2)CC1	11	2
Cc1ccc2c(C(=O)CN3CCSCC3)c(C)[nH]c2c1	9	8
CCOC(=O)Nc1ccc(S(=O)(=O)Nc2cc(C)nc(C)n2)cc1	-1	-7
O=C(CN1C(=O)c2cccc3cccc1c23)N1CCN(Cc2ccc3c(c2)OCO3)CC1	-20	-11
CCCC(=O)Nc1cccc2c1CCCC2	-11	-8
CCOC(=O)c1sc(N)nc1C(C)(C)C	-11	-3
O=c1[nH]c2c(s1)C(c1ccccc1)C1C3CCC(C3)C1S2 (centres undefined)	1	2
Cc1ccc(C2c3c(-c4ccccc4O)n[nH]c3C(=O)N2Cc2ccncc2)cc1 (centres undefined)	0	-5
Cc1cccc(-c2cc3c(nn2)-c2ccccc2C3=O)c1	7	-4
CCSc1nc(N)c2c3c(sc2n1)CCC3	-4	39
CCCn1c(/N=C/c2c[nH]c3ccccc23)nc2ccccc21	2	3
CC[C@H](C)[C@@H](NC(=O)O[C@@H]1C(=O)c2cc(OC)ccc2O[C@H]1c1ccc(OC)c(Br)c1)C(=O)OC	-6	6
COc1ccc(C(=O)O/N=C/c2ccc(S(=O)c3ccc(Cl)cc3)nc2)cc1 (centres undefined)	-10	6
COc1ccc2nc3oc(C(=O)N4CC(C)CC(C)C4)cc3cc2c1 (centres undefined)	5	24
O=C(NCS(=O)(=O)c1ccccc1)c1ccccc1	-8	-3
O=C(Nc1cccc(Cl)c1)N(Cc1nc2ccccc2c(=O)[nH]1)C1CCCC1	-4	6
CCc1nnc(NC(=O)C2CCCN(c3nc4ccccc4s3)C2)s1 (centres undefined)	6	0
COc1ccccc1N1CCN(CCCNC(=O)Nc2ccccc2C)CC1	-4	6

4 compounds drawn at random from those above:
SMILES	RAD54 inh	esBAF inh
Cc1ccc(C2c3c(-c4ccccc4O)n[nH]c3C(=O)N2Cc2ccncc2)cc1 (centres undefined)	0	-5
COc1ccccc1N1CCN(CCCNC(=O)Nc2ccccc2C)CC1	-4	6
CCCn1c(/N=C/c2c[nH]c3ccccc23)nc2ccccc21	2	3
CC[C@H](C)[C@@H](NC(=O)O[C@@H]1C(=O)c2cc(OC)ccc2O[C@H]1c1ccc(OC)c(Br)c1)C(=O)OC	-6	6

Back to the main list; the 4 compounds before the break are reprinted first.
SMILES	RAD54 inh	esBAF inh
O=C(NCS(=O)(=O)c1ccccc1)c1ccccc1	-8	-3
O=C(Nc1cccc(Cl)c1)N(Cc1nc2ccccc2c(=O)[nH]1)C1CCCC1	-4	6
CCc1nnc(NC(=O)C2CCCN(c3nc4ccccc4s3)C2)s1 (centres undefined)	6	0
COc1ccccc1N1CCN(CCCNC(=O)Nc2ccccc2C)CC1	-4	6
O=C(NCc1ccncc1)C(F)(F)C(F)(F)C(=O)NCc1ccncc1	1	8
CCc1ccc(N=C2N=C(N)c3ccccc32)cc1	3	?
COc1ccc(OC)c2c(N3CCN(C)CC3)cc(C(F)(F)F)nc12	0	-4
N#CCSc1nc(-c2ccccc2)cs1	-8	?
CCN(CC)CCCNC(=O)CC1Sc2ccccc2NC1=O (centres undefined)	14	-1
CC(=O)NCCc1ccc(S(=O)(=O)NCc2ccc3c(c2)OCO3)cc1	-7	5
CCOC(=O)c1c(CN(C)C)oc2cc(CN(C)C)c(O)c(CSc3ccccc3)c12	-13	2
N=c1c2c(n(Cc3ccccc3)c3c1CCC3)CCC2	-9	-41
CCCCNC(=O)c1nn(-c2ccccc2OC)c(=O)c2ccccc12	5	1
CCn1c(SCC(=O)N2CCc3ccccc32)nnc1-c1ccco1	-10	-2
O=C(Oc1ccc(N2C(=O)CCC2=O)cc1)c1ccco1	-4	-4
CCN(c1ccc(NC(=O)COC(=O)c2ccc3ccccc3n2)cc1)C(C)C	12	3
Nc1ccc(-n2nncc2-c2ccccc2)cc1	-8	-11
Nc1nc(NCCO)nc(NCc2ccccc2)c1[N+](=O)[O-]	-10	-5
Cc1cc(C(F)F)n2ncc(C(=O)NC3CCCCCC3)c2n1	2	-3
Oc1c(CN2CCCCC2)cc(Br)c2cccnc12	-5	-24
CCOc1ccc(C2CC(=O)c3c([nH]c(C(=O)OC)c3C)C2)cc1OC (centres undefined)	-11	12
COCCNC(=O)CCc1nc(-c2ccccc2)no1	-2	-6
COc1ccc(NC(=O)Cn2nnc(C(=O)NCc3cccc(OC)c3)c2N)cc1	-2	-2
CC(Sc1nnc(COc2ccc3ccccc3c2)n1C)C(=O)O (centres undefined)	-10	-5

A different layout for 7 compounds above.
| Molecule | RAD54 inh | esBAF inh |
| --- | --- | --- |
| Cc1cc(C)n(-c2ncnc3sc4c(c23)CC(C)CC4)n1 (centres undefined) | -4 | -4 |
| NC(Cc1cccc2nsnc12)C(=O)O (centres undefined) | -12 | 0 |
| C/C(=C\C(=O)O)C(=O)Nc1nccs1 | -13 | -6 |
| Cc1cc(-c2ccccc2)c(C#N)c(N)n1 | -18 | -2 |
| Cc1ccc(Nc2nc(CSc3nnc(-c4cccs4)o3)cs2)cc1 | 2 | 24 |
| Cc1ccc2c(CC(=O)NCc3ccco3)coc2c1C | 2 | -6 |
| O=C(c1ccco1)N1CCC(c2ccccc2)C1 (centres undefined) | 6 | 54* |

More records.
SMILES	RAD54 inh	esBAF inh
COc1ccc(OC)c(C2CC(=O)Nc3cc(OC)c(OC)c(OC)c32)c1 (centres undefined)	-7	0
COC(=O)C(C(=O)NCC1CCCO1)C1CCCC1 (centres undefined)	-6	-2
O=C(NCC1(c2ccccc2)CCOCC1)c1ccc(Br)o1	3	-5
CCC1Oc2ccccc2N(CC(=O)Nc2ccccc2OC)C1=O (centres undefined)	1	4
CC(C)(C)OC(=O)N1CCC(C(=O)N[C@@H](Cc2ccccc2)C(=O)O)CC1	1	3
Cc1cc(NC(=O)C2CCN(S(=O)(=O)c3cccs3)CC2)no1	1	-6
Cc1ccc2occ(/C=C/C(=O)c3ccccc3O)c(=O)c2c1	8	51*
Cc1cc(C(F)(F)F)c(C#N)c(N2CCOCC2)n1	-4	4
O=C(COc1ccccc1)N(Cc1ccco1)c1ccc(O)cc1	5	-6
Cc1cc(C(=O)NCCCn2ccnc2)cs1	4	-9
COc1ccc(OC)c(NC(=O)c2ccc(CN(c3cc(Cl)ccc3C)S(=O)(=O)c3ccccc3)cc2)c1	0	1
CCOC(=O)CSc1nc(Nc2ccc3c(c2)OCO3)c2ccccc2n1	-3	8
O=c1c[n+]([O-])c2ccccc2n1OCc1c(F)cccc1F	-1	-1
CCC(=O)Nc1cc(C)c(NC(=O)c2ccccc2OC)cn1	-13	4
O=P(c1ccccc1)(c1ccccc1)C(O)c1ccncc1 (centres undefined)	2	-2
COc1ccc(C(=O)c2ccc(N3CCN(C(=O)c4ccc(F)cc4)CC3)c(F)c2)cc1Br	3	1
O=S1(=O)N=C(N2CCN(Cc3ccccc3)CC2)c2ccccc21	15	-1
CCOC(=O)N1CCN(c2ncnc3c2cnn3-c2ccc(OC)cc2)CC1	-5	22
CC1CN(S(=O)(=O)c2cccc(C(=O)NCc3ccc4c(c3)OCO4)c2)CC(C)O1 (centres undefined)	6	2
CCn1c2ccccc2c2cc(NC(=O)CSc3nnc(C4CC4)n3Cc3ccco3)ccc21	-3	-4
Cc1ccc(CCC(=O)Nc2ccc(S(N)(=O)=O)cc2)o1	4	-4
O=C(Nc1ccncc1)C1COc2ccccc2O1 (centres undefined)	-5	-3
COc1cc2cc(CN(CCCO)S(=O)(=O)c3ccccc3)c(=O)[nH]c2cc1OC	8	-2
Cc1ccc(CN(C(=O)c2cc(=O)c3cc(Cl)c(C)cc3o2)C2CCS(=O)(=O)C2)cc1 (centres undefined)	20	-6
Cc1ccc(C)c(C(=O)CN2C(=O)CCC2=O)c1	-2	-4
O=S(=O)(c1ccc(F)cc1)N1CCCC(CO)C1 (centres undefined)	-10	-4
Cc1cc(OCC(O)CN(CCO)CCO)ccc1Cl (centres undefined)	6	6
Cc1cc(C(=O)N(C2CCCCC2)C2CCCCC2)no1	8	4
CCc1nc(N(CC)CC)c2oc3ccccc3c2n1	-7	-4
COC(=O)C(C)Sc1nc2c(cnn2-c2ccc(C)cc2)c(=O)[nH]1 (centres undefined)	-1	4
O=C(O)c1cccc(CSc2nc(-c3ccc(Cl)cc3)cc(C(F)(F)F)n2)c1	-6	-9
CN1C(=O)CC(N2CCN(CC(=O)N3CCCC3)CC2)C1=O (centres undefined)	13	-8
CCOC(=O)C1CCN(S(=O)(=O)c2ccc3c4c(cccc24)C(=O)N3)CC1	1	1
O=C(N1CCC(n2nc(-c3ccccc3)oc2=O)CC1)C1(c2ccc(Cl)cc2)CC1	2	-4
COc1ccc(OC)c(NC(=O)C23CCC(C)(C(=O)O2)C3(C)C)c1 (centres undefined)	-5	0
CCOc1ccc(C)cc1S(=O)(=O)n1ccc(C)n1	-7	3
Cc1cc(C)c(NC(=O)CSc2nnc(SCC(=O)Nc3c(C)cc(C)cc3C)n2N)c(C)c1	-7	1
CS(=O)(=O)c1ccccc1-c1nc(-c2ccc(C(F)(F)F)cc2)no1	-10	18
COc1ccc(S(=O)(=O)N2CCN(c3ccccn3)CC2)cc1OC	6	0
CCC/C(O)=N\S(=O)(=O)c1ccc(N=NN(C)C)cc1	6	-5
CCCCCc1c(O)nc(SCC(=O)NCC2CCCO2)[nH]c1=O (centres undefined)	-3	-10
Cc1cc(OCC(=O)Nn2cnnc2)c(C)cc1Br	2	3
C(=N\n1cnnc1)/c1cccc(OCCOc2ccccc2)c1	4	35
NC(=O)C1(c2ccccc2)CCOCC1	-5	2
O=C(O)CC(=O)Nc1cc(Cl)ccc1O	-6	-8
CC1(C)Cc2c(C#N)c(NCC3CCCO3)nc(-c3ccco3)c2CO1 (centres undefined)	-5	-4
CC(NS(=O)(=O)c1ccccc1)C(N)=O (centres undefined)	-2	-6
COc1ccc(NC(=O)c2ccccn2)cc1	-2	-64
COc1cc(OC)c(NC2=NCCCCC2)cc1Cl	-3	-5
Cc1nccn1-c1ccc(NC(=O)[C@H]2O[C@@H](n3cnc4c(N)ncnc43)[C@H](O)[C@@H]2O)cc1	8	-6
